# SENP8 block = SENP8 (human) protease inhibition. Q96LD8. recombinant SENP8, Nedd8 substrate fluorescence. inhibition, % at 20 µM. 360,000 compounds, 0.64% hits. AID 602440; in the data active means inhibition mostly above about 40%, no sharp cut-off; inactive means mostly below about 27%
# Target sequence (Q96LD8 whole entry, looked up): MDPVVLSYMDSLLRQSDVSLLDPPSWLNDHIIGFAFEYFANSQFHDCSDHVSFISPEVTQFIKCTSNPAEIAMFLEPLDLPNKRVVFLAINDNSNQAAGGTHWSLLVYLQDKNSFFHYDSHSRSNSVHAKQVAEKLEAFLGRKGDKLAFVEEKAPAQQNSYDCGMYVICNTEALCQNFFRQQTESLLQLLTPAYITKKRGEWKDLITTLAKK
# PfG6PD inh = PfG6PD (Plasmodium falciparum) enzyme inhibition; PfGluPho enzyme, NADPH resazurin-diaphorase fluorescence; inhibition, % at 20 µM; 350,000 compounds, 0.78% hits; AID 504690;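 active means inhibition reaching at least a set limit at 20 µM in the primary screen, cut at about 59% in these data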;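 further: 0% = DMSO wells with substrate and 100% = DMSO wells lacking glucose-6-phosphate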
# SENP6 block = blocks the human protease SENP6; Recombinant SENP6 catalytic domain, aminoluciferin luminescence; inhibition, % at 10 µM; AID 2599; 330,000 compounds, 1.8% hits; Q9GZR1;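 active means inhibition above about 50% at the single tested dose, limit read from the data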;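 further: plate controls were DMSO wells with enzyme for no effect and DMSO wells lacking enzyme for full effect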
# Target sequence (Q9GZR1 628-1112 limits assumed): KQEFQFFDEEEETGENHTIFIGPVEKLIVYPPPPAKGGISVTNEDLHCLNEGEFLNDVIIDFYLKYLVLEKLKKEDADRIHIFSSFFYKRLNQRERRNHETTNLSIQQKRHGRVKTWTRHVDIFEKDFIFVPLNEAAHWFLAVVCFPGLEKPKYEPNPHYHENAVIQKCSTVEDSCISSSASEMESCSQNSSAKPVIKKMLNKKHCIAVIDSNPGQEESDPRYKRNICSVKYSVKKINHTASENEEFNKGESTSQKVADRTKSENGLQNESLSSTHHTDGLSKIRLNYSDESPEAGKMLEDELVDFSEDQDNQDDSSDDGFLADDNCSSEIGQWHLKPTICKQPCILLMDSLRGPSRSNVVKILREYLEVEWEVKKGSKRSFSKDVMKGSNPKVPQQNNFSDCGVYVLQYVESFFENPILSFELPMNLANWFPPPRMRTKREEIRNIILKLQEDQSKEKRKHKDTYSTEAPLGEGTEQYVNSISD
# SENP7 block = blocks the human protease SENP7. Q9BQF6. 330,000 compounds, 1.5% hits. AID 434973. inhibition, % at 5 µM. recombinant SENP7, Z-RLRGG-aminoluciferin luminescence, 40 min;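 active means inhibition above about 50% at the single test dose, limit read from the data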;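 further: plate controls were DMSO with enzyme for no effect and no enzyme buffer wells for full effect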
# Target sequence (Q9BQF6 706-1050 limits assumed): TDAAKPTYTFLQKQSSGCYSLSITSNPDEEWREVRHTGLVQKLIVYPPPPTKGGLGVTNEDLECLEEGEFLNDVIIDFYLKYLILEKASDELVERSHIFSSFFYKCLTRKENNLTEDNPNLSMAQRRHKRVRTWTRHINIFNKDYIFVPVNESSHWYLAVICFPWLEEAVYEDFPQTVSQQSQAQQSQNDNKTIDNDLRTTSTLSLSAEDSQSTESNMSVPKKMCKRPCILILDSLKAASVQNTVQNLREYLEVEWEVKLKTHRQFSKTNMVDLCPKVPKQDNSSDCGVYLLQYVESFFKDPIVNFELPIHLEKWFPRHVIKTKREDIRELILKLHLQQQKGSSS
# GRIN3A LBD mod = modulators (binders) of human NR3A ligand-binding domain. NR3A LBD differential scanning fluorimetry, Tm shift; 0% = protein alone, 100% = glycine-bound protein. Tm shift relative to glycine control, % at 25 µM. AID 1259313. 340,000 compounds, 2.5% hits;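 active means melting temperature shift of at least 10% of the positive control shift, at one fixed dose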
# ATG4B inh = ATG4B (human) cysteine protease inhibition | AID 504462 | Q9Y4P1 | 340,000 compounds, 0.51% hits | inhibition, % at 8.33 µM | ATG4B cleavage of LC3-PLA2, NBD-HPC fluorescence, 1 h; in the data active means inhibition above about 40%
# MPTP block = inhibitors of mitochondrial permeability transition pore; isolated mouse mitochondria, Ca2+ swelling absorbance, 30 min; inhibition, % at 10 µM; AID 602449; 360,000 compounds, 1.4% hits;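 active means inhibition of 50% or more, scaled per plate between neutral and stimulator controls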;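 further: 0% = DMSO wells given calcium and 100% = 1 mM EGTA wells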
# HKDC1 inh = HKDC1 (human) hexokinase inhibition. AID 493160. 340,000 compounds, 0.16% hits. recombinant HKDC1, G6PDH/diaphorase resazurin coupled fluorescence. Q2TB90. inhibition, % at 20 µM;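 active means inhibition above about 35% when tested at 20 µM, limit read from the data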;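 further: plate controls were DMSO wells with enzyme for no effect and DMSO wells lacking enzyme for full effect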
#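 Incubation: 90 min at room temperature in dark / Material: recombinant HKDC1 (HK5) hexokinase enzyme, produced in-house / Quantity: enzyme 5 µg/mL final / Compound: one dose of 20 µM, 1% DMSO / Reagent: glucose and ATP substrates / Buffer or medium: Tris pH 8.0 buffer with MgCl2, Tween-20, BSA, BME / Technique: resorufin fluorescence at 613 nm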
# An asterisk follows results filed as active; nt = no result given; & = joins results of further samples.
SMILES,SENP8 block,PfG6PD inh,SENP6 block,SENP7 block,GRIN3A LBD mod,ATG4B inh,MPTP block,HKDC1 inh
COc1nn(C(C)C(=O)N2N=C(C(F)F)CC2(O)C(F)F)cc1[N+](=O)[O-] (configuration not stated),11,-3,-1,0,1,10,2.6,3
Cc1cccc(N=C2NC(=O)/C(=C/C=C/c3ccco3)S2)c1,-24,37,nt,nt,3,28,8.5,5
CC(C)(C)OC(=O)N1CCC(c2c(C(=O)NCC3CCN(C4CCCC4)C3)cnn2-c2ccccc2Cl)CC1 (configuration not stated),9,29,-3,7,0,-9,-1.1,-5
CCn1cc(/C=C(\NC(=O)c2cc(OC)c(OC)c(OC)c2)C(=O)NCCN2CCOCC2)c2ccccc21,-1,14,7,0,-1,-14,1.3,-1
CCOc1ccc(NC(=O)CCC(=O)N/N=C(\C)c2cccs2)cc1,1,-5,-8,6,1,10,1.3,-2
CN(C)c1ccc(N/C=C/C(=O)c2ccco2)cc1,45*,26,96*,96*,-1,0,1.1,4
CSc1nnc2c(n1)OC(c1cn(C)c3ccccc13)N(C(C)=O)c1ccccc1-2 (configuration not stated),nt,-19,-14,0,-2,7,nt,-2
COc1ccc(CCNC(=O)C(=O)c2c(C)n(C)c3ccccc23)cc1OC,4,-8,20,3,0,7,2.5,-3
C=CCOc1ccc(C2=NO[C@@H]3[C@@H]4C[C@@H]([C@H]5C(=O)N(C)C(=O)[C@@H]45)[C@H]23)cc1,7,-8,0,-3,2,2,2.1,0
CCCC(=O)N(C)c1nnc(-c2ccc(OC)cc2)s1,-89,21,7,11,-1,0,-2.3,5
COc1cccc(CC2(CO)CCCN(C/C=C/c3ccccc3OC)C2)c1 (configuration not stated),14,3,16,-8,0,-15,4.9,12
CC(CN(C)Cc1ccccc1)OC(=O)c1ccccc1F (configuration not stated),-96,18,-14,3,3,7,-2.5,15
COc1ccc(Cl)cc1NS(=O)(=O)c1cccc2cccnc12,19,-2,1,2,-9,-6,-0.6,-5
COc1ccc(Cl)cc1C(=O)NNC(=O)C1COc2ccccc2O1 (configuration not stated),-21,-7,-8,3,0,-5,-2.8,-1
CCSc1nnc(NC(=O)c2nc(-c3ccccc3)n(-c3ccccc3)n2)s1,-214,-25,4,-6,0,6,-4.5,5
Cc1ccc(/C=N\NC(=O)Cc2noc3ccccc23)cc1,25,6,2,6,0,0,1.2,2
COc1ccc(/C=C(\NC(=O)c2ccc(OC)cc2)C(=O)Nc2ccc(C(=O)O)cc2)cc1,8,-1,-19,-11,2,5,1.8,1
Cc1ccc(-c2nc(CS(=O)CC(=O)NCc3ccccn3)c(C)o2)cc1 (configuration not stated),-10,9,9,4,-1,-7,-1.0,-4
CC(C)Cn1c(C23CC4CC(CC(C4)C2)C3)n[nH]c1=S,6,35,-8,11,0,5,-0.6,1
O=C(N/N=C/c1oc(O)c2ccccc12)c1ccccc1,17,8,-8,-3,0,-6,2.2,3
C/C=C\C=C\C(=O)N1CC2(CC(c3cccc(NC(=O)CC)c3)=NO2)C[C@H]1C(N)=O (some centres not stated),-4,20,-5,-6,-1,-12,0.6,5
CCOC(=O)c1cc2c(c(CCO)n1)[C@H](CCO)N(S(=O)(=O)C(C)(C)C)C2,7,1,nt,nt,-3,1,-1.2,4
Cc1ccccc1NC(=O)Cc1nc(COC(=O)C(C)C)cs1,4,-3,-4,-4,-1,1,-1.2,-12
CCn1c(SCc2nc3ccccc3s2)nc2cc(S(=O)(=O)N3CCOCC3)ccc21,14,28,17,-3,0,-10,2.4,-3
CCc1ccc(OCC(=O)Nc2ccc(-c3cc4ccccc4oc3=O)c(OC)c2)cc1,-407,13,4,2,9,-4,101*,14

# Five successive entries already listed, quoted:
SMILES,SENP8 block,PfG6PD inh,SENP6 block,SENP7 block,GRIN3A LBD mod,ATG4B inh,MPTP block,HKDC1 inh
C/C=C\C=C\C(=O)N1CC2(CC(c3cccc(NC(=O)CC)c3)=NO2)C[C@H]1C(N)=O (some centres not stated),-4,20,-5,-6,-1,-12,0.6,5
CCOC(=O)c1cc2c(c(CCO)n1)[C@H](CCO)N(S(=O)(=O)C(C)(C)C)C2,7,1,nt,nt,-3,1,-1.2,4
Cc1ccccc1NC(=O)Cc1nc(COC(=O)C(C)C)cs1,4,-3,-4,-4,-1,1,-1.2,-12
CCn1c(SCc2nc3ccccc3s2)nc2cc(S(=O)(=O)N3CCOCC3)ccc21,14,28,17,-3,0,-10,2.4,-3
CCc1ccc(OCC(=O)Nc2ccc(-c3cc4ccccc4oc3=O)c(OC)c2)cc1,-407,13,4,2,9,-4,101*,14

# Other results.
SMILES,SENP8 block,PfG6PD inh,SENP6 block,SENP7 block,GRIN3A LBD mod,ATG4B inh,MPTP block,HKDC1 inh
CN1CCC(NC(=O)Cc2c(F)cccc2Cl)CC1,5,3,-4,0,-2,1,-0.4,-4
O=C(c1ccncc1)N1N=C(c2ccc(Cl)cc2)CC1c1ccccc1O (configuration not stated),-20,18,3,-1,-3,3,-1.6,0
C[C@H]1COC(=O)[C@H](Cc2ccc(F)cc2)CC/C=C/C[C@@H](CC(=O)N(CCO)Cc2ccccc2)C(=O)N1,5,16,-9,-15,1,-5,0.7,-9
CCOC(=O)C1CCC(CNCc2ccccc2C)CC1 (configuration not stated),26,8,-7,-8,0,-4,-2.3,2
COc1ccccc1NC(=O)COc1ccc(C(=O)OCC(=O)NC(C)(C)C)cc1OC,6,-14,0,-216,1,6,-0.7,-13
CCCn1c(SCC(=O)N2CCN(c3ccc(OC)cc3)CC2)nc2c1c(=O)n(C)c(=O)n2C,7,10,-11,9,0,-6,0.5,-7
CC(=O)Nc1ccccc1OCC(=O)NC(C)c1ccccc1 (configuration not stated),8,3,-16,-6,-2,-17,1.2,-11
Cc1cc(/C=C2\SC(=O)NC2=O)c(C)n1-c1ccc(N2CCOCC2)cc1,-55,8,5,-12,6,-2,5.6,5
CCOC(=O)CNC(=O)CSc1nnc(Cn2c(=O)sc3ccccc32)n1-c1ccccc1C,2,-10,-20,-13,-100,6,0.7,-8
O=C(C[n+]1ccccc1)N/N=C/c1ccccc1C(F)(F)F,17,-5,-12,-7,1,-5,0.0,0
COc1ccccc1NS(=O)(=O)c1cc(C(=O)NCC(c2ccco2)N2CCCCC2)ccc1C (configuration not stated),-5,4,-12,-3,0,0,-0.5,-6
CSc1ccccc1C(=O)Nc1cccc(N(C)S(C)(=O)=O)c1,1,3,-7,6,-2,-9,0.5,-9
Cc1cccc(NC(=O)CCc2nc3sc4c(c3c(=O)[nH]2)CCCC4)c1,2,-6,2,9,-3,7,1.5,-1
NC(=O)c1cccc(CS(=O)(=O)c2ccc(Cl)cc2)c1,9,4,-7,0,3,-7,1.0,-5
CCOc1cc(CN2CCCC(C(=O)c3cccc(C(F)(F)F)c3)C2)ccc1O (configuration not stated),8,9,-12,5,-1,-12,0.5,-3
CC(=O)Nc1ccc(S(=O)(=O)Nc2nnc(C3CCCCC3)s2)cc1,12,-27,-2,-8,-2,-9,-0.8,0
O=C(COc1ccc(Cl)cc1Cl)NCCCCc1ccccc1,6,0,-4,21,-1,-4,0.6,-3
CCn1nnnc1SCC(=O)N(C1CCCCC1)C1CCCCC1,24,6,3,7,2,-14,0.3,2
Cc1ccc(Cn2c(CCNc3nc(-c4ccc(Cl)c([N+](=O)[O-])c4)cs3)nc3cc(C(=O)NCCCO)ccc32)cc1,-6,20,-25,-14,4,0,-1.9,4
N/C(=N\OC(=O)CCC1CCCC1)c1ccccn1,7,-13,87*,68*,-6,0,5.6,4
CC(=O)Oc1ccc(-c2ccc(C(=O)Nc3cccc(S(=O)(=O)N4CCOCC4)c3)cc2)cc1,1,21,-20,-1,4,-3,-1.8,-1
CC(NC(=O)c1ccccc1F)c1nnc(SCC(=O)NC2CCCC2)n1C (configuration not stated),6,-10,22,-9,-2,-1,-1.2,-3
O=C(Nc1cc([N+](=O)[O-])ccc1N1CCCC1)c1ccccc1,25,-2,7,2,0,3,-0.5,1
Cc1ccc2nc(C3CCN(C(=O)c4ccco4)CC3)[nH]c2c1,13,-17,-4,-4,-2,8,0.2,3
Oc1ccccc1C1NN=C(c2ccccc2)S1 (configuration not stated),-253,-5,86*,95*,19*,1,2.1,-33

# A draw from above in order of SMILES length, rising:
SMILES,SENP8 block,PfG6PD inh,SENP6 block,SENP7 block,GRIN3A LBD mod,ATG4B inh,MPTP block,HKDC1 inh
CN(C)c1ccc(N/C=C/C(=O)c2ccco2)cc1,45*,26,96*,96*,-1,0,1.1,4
Cc1ccccc1NC(=O)Cc1nc(COC(=O)C(C)C)cs1,4,-3,-4,-4,-1,1,-1.2,-12
O=C(Nc1cc([N+](=O)[O-])ccc1N1CCCC1)c1ccccc1,25,-2,7,2,0,3,-0.5,1
CCn1c(SCc2nc3ccccc3s2)nc2cc(S(=O)(=O)N3CCOCC3)ccc21,14,28,17,-3,0,-10,2.4,-3

# Following part.
SMILES,SENP8 block,PfG6PD inh,SENP6 block,SENP7 block,GRIN3A LBD mod,ATG4B inh,MPTP block,HKDC1 inh
O=C(NC1CCS(=O)(=O)C1)/C(=C/c1ccc(Cl)cc1)NC(=O)c1ccccc1 (configuration not stated),1,-9,-3,-2,2,-2,-0.9,-11
CCOC(=O)c1c(NC(=O)CS(=O)(=O)c2cn(CC)c3ccccc23)sc2c1CCCC2,-24,26,7,-2,0,-12,1.0,3
COc1ccc(CNC(=O)C2CCN(S(=O)(=O)c3ccc(-c4nn[nH]n4)cc3)CC2)cc1,20,-14,11,1,1,3,1.6,-3
Cn1c(CN2CCCCC2)nc2cc(NC(=O)c3cccs3)ccc21,-18,-6,-24,-18,1,-4,-1.4,-2
O=C(COC(=O)c1cccc(OC(F)F)c1)Nc1ncccn1,-12,0,-13,-13,2,8,-0.9,-4
COc1ccc2nc(NC(=O)C3COc4ccccc4O3)sc2c1 (configuration not stated),9,-16,32,16,-15,-7,-0.7,3
COc1ccc(CC2c3cc(OC)c(OC)cc3CC[N+]2(C)CCC(=O)OCCCCCOC(=O)CC[N+]2(C)CCc3cc(OC)c(OC)cc3C2Cc2ccc(OC)c(OC)c2)cc1OC (configuration not stated),3,-7,-18,3,-2,0,0.3,8
COC(=O)C1=C(C(=O)OC)[C@@H]2N(Cc3ccccc3)c3ccccc3[C@@]23C[C@@H](C(=O)OC)N(C(C)=O)C3=N1,2,12,-20,-6,0,-7,0.5,0
c1csc(C(c2nnnn2C2CCCCC2)N2CCCC3(CCCCC3)C2)c1 (configuration not stated),18,2,-7,-17,2,0,2.7,1
Cc1ccccc1Nc1nnc(SCC(=O)c2cc3ccccc3o2)s1,3,18,-3,-2,-23,6,0.8,4
CCOC(=O)CN(C#N)c1nc(N(C)C)nc(N(C)C)n1,4,-5,-5,4,0,-21,5.5,0
O=C(c1ccc(COc2ccc(F)cc2)o1)n1cc(Br)cn1,-1,-15,-5,33,0,13,-1.9,3
O=C(c1ccc(F)cc1)C1CCN(C(=O)NCc2ccccc2)CC1,16,-17,-1,1,0,1,2.6,-3
CCCNC(=O)c1noc2c1CCc1ccccc1-2,6,3,-1,4,0,8,-1.7,5
COC(=O)c1cc(O)cc(OC)c1Oc1cc(C)cc(O)c1C(=O)O,35,15,21,-2,0,-17,-0.4,13
Cc1cccc(C)c1OCCOCCN1CCN(C)CC1,2&19,-14&2,-7,11,1&1,3&5,0.7&-0.1,-8&5
COc1cc(NC(=S)N2CCN(S(=O)(=O)c3ccc(C)cc3)CC2)cc(OC)c1,-8,15,8,-4,-4,-10,1.0,5
N#C/C(=C\c1cn(CC(=O)O)c2ccccc12)C(=O)NCc1ccccc1,-68,-27,13,3,1,5,0.9,-1
Cc1ccc(OC(=O)CCNC(=O)c2ccccc2Cl)c(Br)c1,8,-13,-15,-2,0,1,-0.4,-1
Cn1c(CNc2ccc(F)cc2)nnc1SCC(=O)NNC(=O)Cc1ccccc1,17,0,-9,0,0,1,0.3,-4
Cc1cc(N/C(=N/S(=O)(=O)c2ccc(F)cc2)c2ccccc2)n(-c2ccccc2)n1,2,24,-10,6,0,-3,-1.1,-2
C/C(=N\NC(=O)c1ccc(CSc2nc(C)cc(C)n2)cc1)C1CCCCC1,8,-10,2,1,-6,0,-0.1,11
